LEDGF integ inh: blocks HIV-1 LEDGF/p75-dependent DNA integration; TR-FRET IN-LEDGF/p75 DNA integration, Eu/Cy5; inhibition, % at 3.7 µM; 0.64% of 370,000 active; AID 743269;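 active = inhibition above the screen-wide mean plus 3 SD, cut at about 13% in these data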;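 note: signal is the Cy5 over europium emission ratio at 671 and 618 nm; 0% = plate median of compound wells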
Tn7 DDE FP: inhibitors of Tn7 peptide binding to human fibrin DD(E) | P02675 | FP displacement of FITC-Tn7 peptide from fibrin DD(E); 0% = median of compound wells per plate | inhibition, % at 8.3 µM | 0.13% of 370,000 active | AID 720508;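 active = inhibition above the mean of compounds falling within the control limits plus 3 SD of them, cut at about 14% in these data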;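 note: 0% = plate median of compound wells and 100% = 10 µM Aha-Tn7 peptide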
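Assay system: human fibrin DD(E). Input: DD(E) 2 µM final. Medium: Tris buffer with calcium and detergent, pH 7.8. Compound dosing: single point at 8.3 µM. Timing: 10 min plus 3 h, room temperature. Technique: fluorescence polarization of the labelled Tn7 tracer. Read-out: percent inhibition. Replicates: singlicate testing.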
ADAM17 inh: inhibitors of human ADAM17. AID 720648. inhibition, % at 6.95 µM. 0.83% of 370,000 active. P78536. recombinant ADAM17, EDANS/DABCYL FRET peptide cleavage;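 active = inhibition above the mean of compounds lying between control limits plus 3 SD, set per campaign, cut at about 8.5% in these data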;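 note: 0% = DMSO-only wells as the low control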
DDE Tn6 FP inh: disrupts Tn6 cyclic peptide binding to fibrin D-Dimer-E complex; P02675; Fibrin DD(E) TRITC-Tn6 fluorescence polarization displacement; inhibition, % at 8.3 µM; 0.21% of 370,000 active; AID 720509;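 active = inhibition above a per-campaign cutoff: mean of compounds within control limits plus 3 SD, cut at about 15% in these data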;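 note: 0% = median of all compound wells on the plate and 100% = blocking peptide control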
TDP2 inh: TDP2 (human) inhibition, absorbance primary screen; inhibition, % at 12.8 µM; recombinant TDP2, T5PNP hydrolysis, p-nitrophenol absorbance 415 nm; 0.34% of 370,000 active; O95551;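 active = inhibition above the mean of all tested compounds plus 3 SD, set per campaign, cut at about 25% in these data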;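 note: 0% = DMSO with enzyme and 100% = buffer with substrate but no TDP2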
Target sequence (O95551 whole entry, looked up): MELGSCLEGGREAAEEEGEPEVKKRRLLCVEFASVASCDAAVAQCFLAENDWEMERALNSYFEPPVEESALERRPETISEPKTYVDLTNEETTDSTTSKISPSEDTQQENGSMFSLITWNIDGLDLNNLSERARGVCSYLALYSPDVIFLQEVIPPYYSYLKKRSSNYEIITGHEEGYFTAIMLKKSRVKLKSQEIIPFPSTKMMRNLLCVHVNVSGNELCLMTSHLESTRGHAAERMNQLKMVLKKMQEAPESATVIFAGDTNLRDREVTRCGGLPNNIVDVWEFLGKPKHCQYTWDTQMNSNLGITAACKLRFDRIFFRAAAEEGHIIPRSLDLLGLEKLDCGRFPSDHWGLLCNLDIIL
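Evaluation: % inhibition relative to enzyme-containing and enzyme-free wells. Material: recombinant human TDP2. Benchmarks: enzyme-free and DMSO wells. Timing: enzyme reaction with compound for 2 h at 37 °C. Compound dosing: 12.8 µM only. Measured by: p-Nitrophenol epi absorbance. Reagent: T5PNP substrate at 5 mM, a TopII-DNA adduct mimic. Replication: single well per compound.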
PLC-gamma1 inh: inhibitors of human phospholipase C gamma1 | 0.84% of 370,000 active | purified PLC-gamma1, fluorogenic substrate, fluorescence | P19174 | inhibition, % at 12.2 µM | AID 720700; in the data active = inhibition above about 9.5%
KLK7 zymogen act: proKLK7 (human) activation, primary screen | P49862 | purified proKLK7, EDANS-DABCYL substrate fluorescence; 100% is mature enzyme control, 0% vehicle | activation, % at 7 µM | 0.9% of 370,000 active;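 active = activation above the mean of all tested compounds plus 3 SD, computed per campaign excluding outliers beyond control limits, cut at about 13% in these data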
ARFGAP1 inhibitor: rat ARFGAP1 inhibition; Arfgap1-stimulated ARF1 GTP hydrolysis, GDP FP detection; inhibition, % at 16.5 µM; 0.26% of 360,000 active;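 active = inhibition above a per-plate limit, mean inhibition of low control wells plus 3 SD, cut at about 25% in these data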;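 note: 0% = DMSO wells with enzyme and 100% = wells lacking Arfgap1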
Target sequence (Q62848 1-136 limits assumed): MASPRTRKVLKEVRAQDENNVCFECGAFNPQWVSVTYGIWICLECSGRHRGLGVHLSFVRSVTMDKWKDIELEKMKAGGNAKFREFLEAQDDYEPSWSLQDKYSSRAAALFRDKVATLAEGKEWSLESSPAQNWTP
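System: truncated rat Arfgap1 GAP domain / Medium: HEPES-based buffer, pH 7.5 / Also added: N-terminally truncated human ARF1-GTP substrate / Incubation: enzyme reaction 120 min at 25 °C after 20 min preincubation / Measured by: FP of antibody-bound GDP Alexa 633 tracer, ex 620/em 688 nm / Replicates: singlicate, each compound tested once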
ADAM10 inh: inhibitors of human ADAM10. O14672. recombinant ADAM10, EDANS/DABCYL FRET peptide cleavage, 3 h. inhibition, % at 7 µM. 0.62% of 370,000 active. AID 720582;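 active = inhibition above a per-campaign cutoff equal to the mean of compounds falling between control-based bounds plus 3 SD, cut at about 20% in these data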;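 note: 0% = DMSO wells while the 100% control is not disclosed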
Target sequence (O14672 214-748 limits assumed): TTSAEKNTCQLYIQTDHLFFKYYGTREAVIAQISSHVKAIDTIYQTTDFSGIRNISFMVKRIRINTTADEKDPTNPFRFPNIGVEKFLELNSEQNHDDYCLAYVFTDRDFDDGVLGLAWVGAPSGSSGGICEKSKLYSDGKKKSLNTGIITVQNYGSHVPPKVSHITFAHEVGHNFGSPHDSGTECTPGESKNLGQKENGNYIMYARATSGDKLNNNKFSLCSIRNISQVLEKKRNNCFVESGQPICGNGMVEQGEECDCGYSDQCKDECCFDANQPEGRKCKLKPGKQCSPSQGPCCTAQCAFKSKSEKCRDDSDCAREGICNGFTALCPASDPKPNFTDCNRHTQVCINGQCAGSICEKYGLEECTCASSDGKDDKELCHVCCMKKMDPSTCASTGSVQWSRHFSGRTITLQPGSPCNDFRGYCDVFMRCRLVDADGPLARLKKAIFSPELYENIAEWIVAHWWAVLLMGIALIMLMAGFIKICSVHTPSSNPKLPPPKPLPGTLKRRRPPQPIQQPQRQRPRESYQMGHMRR
ASAP1 GAP inh: blocks human ASAP1-stimulated Arf1 GTP hydrolysis. Q9ULH1. GDP FP detection. inhibition, % at 16.5 µM. 0.19% of 360,000 active. AID 624377; in the data active = inhibition above about 25%;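 note: 0% = vehicle with enzyme and substrate and 100% = no enzyme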
* hit, by the source's call; i = inactive; / = no result given. Rows were taken by chance. About 4.2% of those tested had a hit in this group.

SMILES	LEDGF integ inh	Tn7 DDE FP	ADAM17 inh	DDE Tn6 FP inh	TDP2 inh	PLC-gamma1 inh	KLK7 zymogen act	ARFGAP1 inhibitor	ADAM10 inh	ASAP1 GAP inh
CCc1nnc(NC(=O)C=C(C)C)s1	1	2	-3	-7	7	0	0.2	0	1	8
O=C(NCc1ccco1)c1cnn2c1NC(c1ccccc1)CC2C(F)(F)F (stereo not drawn)	0	-1	0	-1	-1	3	0.3	-3	6	5
Cc1ccc(S(=O)(=O)N2CCN(C(=O)c3ccc([N+](=O)[O-])cc3)C2)cc1	-2	3	-4	-3	8	1	-0.4	-4	-1	9
CC(=O)c1c(C)[nH]c(C(=O)NNC(=O)COc2cc(C)ccc2C(C)C)c1C	-1	7	-2	1	4	-1	-0.3	-4	-5	-10
COc1ccc(-c2ccc(C(=O)Nc3ccccc3)c3occc23)c(C)c1	-3	2	-2	-7	4	-6	-13	3	-12	0
O=C(NC1CCSc2ccccc21)c1cccc(Br)c1 (stereo not drawn)	1	-10	3	-4	8	0	0.4	2	3	3
COc1ccccc1NS(=O)(=O)c1cc(NC(=O)c2ccccc2[N+](=O)[O-])ccc1N1CCOCC1	-1	4	5	5	0	0	-0.5	11	10	20
O=C(CC1C(=O)NCCN1Cc1ccccc1C(F)(F)F)NCCN1CCCCC1=O (stereo not drawn)	1	0	-3	-3	-11	-4	0.7	11	-2	-10
O=C(O)CN1C(=O)C=CC1=O	5	-4	2	1	-9	5	0.6	9	3	-1
CCOc1ccc(C(C)=O)cc1CSc1nnnn1-c1ccc(O)cc1	0	-1	0	12	-11	2	-0.2	-3	16	13

Record cards (already shown).
O=C(CC1C(=O)NCCN1Cc1ccccc1C(F)(F)F)NCCN1CCCCC1=O (stereo not drawn) is entered as LEDGF integ inh: 1; Tn7 DDE FP: 0; ADAM17 inh: -3; DDE Tn6 FP inh: -3; TDP2 inh: -11; PLC-gamma1 inh: -4; KLK7 zymogen act: 0.7; ARFGAP1 inhibitor: 11; ADAM10 inh: -2; ASAP1 GAP inh: -10
Cc1ccc(S(=O)(=O)N2CCN(C(=O)c3ccc([N+](=O)[O-])cc3)C2)cc1 is entered as LEDGF integ inh: -2; Tn7 DDE FP: 3; ADAM17 inh: -4; DDE Tn6 FP inh: -3; TDP2 inh: 8; PLC-gamma1 inh: 1; KLK7 zymogen act: -0.4; ARFGAP1 inhibitor: -4; ADAM10 inh: -1; ASAP1 GAP inh: 9

(continued)
SMILES	LEDGF integ inh	Tn7 DDE FP	ADAM17 inh	DDE Tn6 FP inh	TDP2 inh	PLC-gamma1 inh	KLK7 zymogen act	ARFGAP1 inhibitor	ADAM10 inh	ASAP1 GAP inh
Cc1ccc(N/C=C(/C#N)c2ccsc2)cc1C	-3	-2	3	-1	-11	-1	0.9	1	2	12
O=C1NC(c2ccc3c(c2)OCO3)Oc2ccccc21 (stereo not drawn)	0	0	-20	0	8	-5	-4.0	-6	-58	-15
CCCc1c(C(=O)N/N=C(\C)c2ccccn2)nnn1-c1nonc1N	2	-7	-1	-1	-2	3	-0.3	-3	1	-16
O=C(Cn1[nH]c(=O)c2ccccc2c1=O)NC1CCN(Cc2ccccc2)CC1	5	-1	-2	7	-1	2	-0.6	5	3	-7
COc1ccc(CN2CCCCC2C(=O)Nc2ccc(OC)c(OCC(C)C)c2)cc1OC (stereo not drawn)	0	1	3	-2	-5	-35	0.6	2	6	-7
CCCCNC(=O)C(NC(=O)c1cccc2ccccc12)C(=O)c1ccccc1 (stereo not drawn)	-1	6	-4	0	-1	-1	0.2	-15	-10	-4
COc1cc(NC(=O)C2CCCCN2)ccc1OCC(C)C (stereo not drawn)	0	2	3	5	-5	7	0.9	-7	19	6
CCc1ccc(-c2cc3c(=O)n(CC(=O)NCCCN4CCN(C)CC4)ncn3n2)cc1	2	1	-4	3	-3	1	-0.2	10	0	8
CN(C)S(=O)(=O)c1cc(S(=O)(=O)N(C)C)c(Cl)cc1N	0	3	-2	4	2	1	0.3	0	-1	7
O=C(COC(=O)C1CCC1)Nc1ccc(Cl)cn1	-2	-6	-3	0	-4	5	-0.6	-2	-17	16
COc1ccc(OC)c(-c2nnc(SCC(=O)N3CCCc4ccccc43)o2)c1	-1	1	-4	8	9	0	0.6	-5	-4	4
NC(=O)CC(NC(=O)c1ccccc1)c1ccc(NCCc2cccc(F)c2)c([N+](=O)[O-])c1 (stereo not drawn)	-1	6	0	-2	9	5	0.5	-3	4	-6
CC(=O)NC12CC3CC(C1)CC(C(=O)OCC(=O)NC(=O)c1cccn1C)(C3)C2	-2	1	-4	-1	0	-1	-0.6	1	1	1
CCCCCc1c(-c2ccc(Br)cc2)ncn1CCc1ccccc1OC	6	8	6	2	-10	4	0.3	-7	14	1
CCCCCOc1ccc(NC2=CC(=O)CCC2)cc1	-3	0	-26	-10	5	-67	-3.0	0	-57	5
COc1ccc(S(=O)(=O)N(C)C[C@H]2Oc3ccc(NC(=O)Nc4ccc(C(F)(F)F)cc4)cc3C(=O)N([C@H](C)CO)C[C@@H]2C)cc1	0	4	12*	81*	-7	0	0.8	16	29*	9
O=C(C1CCN(c2nc(-c3ccc(Br)cc3)cs2)CC1)N1CCNCC1	4	3	4	7	-8	4	/	/	14	/
COc1ccc(CCN2CNc3c(c(=O)n(C)c(=O)n3C)C2)cc1OC	1	3	-5	-9	2	-3	0.2	-1	-11	0
CC(C)OCCCNC(=O)c1cc(S(=O)(=O)N2CCCCC2)c[nH]1	-1	5	-3	-3	4	1	-0.3	7	-12	1
CCc1nn(CC(=O)N(C)C2CCCCC2)c(=O)c2cc3cc(C)ccc3n12	0	0	-4	-4	-2	6	-0.1	9	-2	17
N#C/C(=C\Nc1ccc2c(c1)OCCO2)c1nc2ccccc2[nH]1	5	1	4	0	-19	-18	-1.4	0	-2	5
COC(=O)COc1ccc(C2NC(=O)NC(c3ccccc3)=C2C(C)=O)cc1OC (stereo not drawn)	1	0	0	0	-2	4	0.4	5	-1	6
Cc1cccc(-n2ncc3c(N4CCOCC4)ncnc32)c1	2	-4	1	2	-13	7	0.1	6	-2	5
Cc1cc(NC(=O)CN2CCC(O)(c3cccc(F)c3)CC2)no1	-1	5	-3	4	8	-2	-0.4	4	2	3
Cc1ccsc1C(=O)NNC(=O)COc1ccc(Br)cc1	-1	-4	-4	-12	-4	-2	-0.2	11	-5	4
Cc1ccc(OCC(=O)N2CCN(C(=O)c3cccc(F)c3)CC2)cc1	0	5	3	-2	-12	4	0.3	-2	12	-2
COC(=O)c1ccc(C(=O)OC)c(NC(=S)N2CCCC2)c1	-3	-3	-86	-12	-16	-150	6.6	13	-289	11
Cc1nc(N2CCN(c3ccc(Cl)cc3)CC2)[nH]c(=O)c1C	1	1	-1	2	10	1	-0.2	2	6	7
Cc1cc(O)cc(=O)n1Cc1ccco1	-1	0	2	0	8	4	0.3	-2	7	2
CCN(C[C@H]1N[C@@](Cc2ccccc2)(C(=O)OC)[C@H]2C(=O)N(Cc3ccccc3)C(=O)[C@@H]12)C(=O)c1ccc(C)cc1	-3	3	-2	-1	6	0	0.2	2	-2	-15
COc1cc(/C=N/NC(=O)C(=O)NCc2ccco2)cc(Cl)c1O	-7	2	-4	7	-2	-1	-0.4	1	5	7
CC(C(=O)N(C)Cc1cccc(F)c1)N1CCN(S(=O)(=O)c2ccc3c(c2)OCCCO3)CC1 (stereo not drawn)	2	-2	-1	4	11	-4	0.5	-1	1	-4
CCOC(=O)Cc1csc(NC(=O)COc2ccccc2OC)n1	0	-2	-2	-8	4	2	-0.4	-2	-1	14
OC(c1ccccc1)c1nc(-c2ccc(F)c(Cl)c2)cs1 (stereo not drawn)	3	-12	4	0	-8	-2	-0.1	-1	17	11
CCCC(=O)NCCc1cc2ccc(C)c(C)c2[nH]c1=O	2	-5	-4	7	9	5	-0.4	-6	-16	4
O=C(NCCc1ccc(Cl)cc1)C1CC(=O)N(C2CCCCC2)C1 (stereo not drawn)	1	8	-2	0	10	0	-0.8	5	-11	-9
Cc1ncc(S(=O)(=O)C(C)(C)C)c(N)n1	2	4	-7	7	-20	3	0.2	11	-2	2
CN(C)c1ccc(-c2ccnc3c2CC(C)(C(=O)Nc2ccc(Cl)cc2)O3)cc1 (stereo not drawn)	-2	-5	-264	5	5	-284	-13	8	i	6
COC(=O)CN(c1ccccc1OC)S(=O)(=O)c1ccccc1	4	-2	6	2	-24	8	-0.3	-1	9	-10
CC(C)C(=O)N1CCCC1(C)C(=O)Nc1ccc(F)cc1 (stereo not drawn)	-1	-8	-1	-3	-3	0	0.0	8	-8	-9
COc1ccccc1NC(=S)NNC(=O)c1nn(C)c(C)c1Cl	-3	0	-3	5	-8	-2	-0.6	10	8	4
COCCn1cc(C(=S)N2CCCCC2)c2ccccc21	-9	4	-6	-4	-15	-4	-0.1	9	-12	10
CCOc1ccc(NC(=O)CCCn2nc(C)c3c(C)n(-c4ccccc4)nc3c2=O)cc1	-1	4	-7	0	13	1	-0.3	2	9	0
COC(=O)c1ccc(CSC2=NCCS2)cc1	1	0	-3	-1	-8	-5	0.1	-5	-11	-4
CCOC(=O)c1c(C)nc2c(C)cccn12	2	4	-6	5	3	1	-0.2	-7	-17	3
CC(=O)Oc1c(C)c(=O)n(C)c2ccccc12	-2	2	-7	1	8	-4	1.9	-5	-17	2
Cc1ccc(NC(=O)CN(C)C(=O)CSc2nc3ccccc3o2)cc1	-1	0	5	-4	-6	6	0.0	1	6	4
CC[C@@H]1C=C(C(=O)O)[C@H](c2ccc(C)cc2)N1S(=O)(=O)c1ccc(C)cc1	4	0	-3	7	8	-1	0.5	8	-10	-11
COc1ccc(S[C@]2(C(=O)NCCCN(C)C)CC(=O)N[C@@H]2c2ccc(OC)cc2)cc1	0	-1	-2	-3	-4	-1	-0.1	/	-4	/
CCN1C[C@@H]2[C@@H]3C(=O)N(C)C(=O)[C@@H]3[C@](CC)(C1=O)N2C(=O)c1ccc(F)cc1	2	4	-4	1	1	0	-0.2	2	-8	13
Next part
SMILES	LEDGF integ inh	Tn7 DDE FP	ADAM17 inh	DDE Tn6 FP inh	TDP2 inh	PLC-gamma1 inh	KLK7 zymogen act	ARFGAP1 inhibitor	ADAM10 inh	ASAP1 GAP inh
COc1ccc(N2CCN(CCCNS(=O)(=O)c3ccc4c(c3)oc(=O)n4C)CC2)cc1	1	-10	-2	3	-3	0	0.6	4	0	3
O=C(Nc1ccc(N2CCN(C(=O)c3cccs3)CC2)cc1)c1ccccc1F	-3	-4	2	-3	-5	1	-0.1	-6	10	-7
COc1cccc(NC(=S)N2CCn3c(nc4ccccc43)C2)c1	4	-2	-4	-1	-6	-2	-0.8	-4	2	-10
O=C(NC1CCCN(Cc2ccc(Cl)cc2)C1)c1ccoc1 (stereo not drawn)	1	-2	-3	8	5	0	-0.2	0	-2	6

Screening results: PubChem BioAssay, The Scripps Research Institute Molecular Screening Center
